Bioassay records from PubChem BioAssay.
TLR9-MyD88 block: inhibitors of TLR9-MyD88 association in cells, primary screen, cell-based, CHO, BLA complementation, fluorescence; CCF4 FRET ratio; 0.21% of 340,000 active; inhibition, % at 4.98 µM;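 active = inhibition above the mean over all tested compounds plus 3 SD, cut at about 21% in these data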;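 note: 0% = DMSO only wells and 100% = clavulanate BLA inhibitor control wells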
LRH-1 inv ag: LRH-1 (NR5A2) inverse agonists, primary screen, cell-based, luminescence, HEK293T, StAR-luciferase reporter. Nuclear receptor subfamily 5 group A member 2 (Homo sapiens), O00482. LRH-1 transfected, 24 h. inhibition, % at 3.6 µM. 0.13% of 360,000 active. AID 602396, 2012;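 active = inhibition above the mean inhibition of all tested compounds plus 3 SD, cut at about 73% in these data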;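 note: 0% = DMSO wells and 100% = reporter-only cells lacking LRH-1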
Target sequence (O00482 whole entry, looked up): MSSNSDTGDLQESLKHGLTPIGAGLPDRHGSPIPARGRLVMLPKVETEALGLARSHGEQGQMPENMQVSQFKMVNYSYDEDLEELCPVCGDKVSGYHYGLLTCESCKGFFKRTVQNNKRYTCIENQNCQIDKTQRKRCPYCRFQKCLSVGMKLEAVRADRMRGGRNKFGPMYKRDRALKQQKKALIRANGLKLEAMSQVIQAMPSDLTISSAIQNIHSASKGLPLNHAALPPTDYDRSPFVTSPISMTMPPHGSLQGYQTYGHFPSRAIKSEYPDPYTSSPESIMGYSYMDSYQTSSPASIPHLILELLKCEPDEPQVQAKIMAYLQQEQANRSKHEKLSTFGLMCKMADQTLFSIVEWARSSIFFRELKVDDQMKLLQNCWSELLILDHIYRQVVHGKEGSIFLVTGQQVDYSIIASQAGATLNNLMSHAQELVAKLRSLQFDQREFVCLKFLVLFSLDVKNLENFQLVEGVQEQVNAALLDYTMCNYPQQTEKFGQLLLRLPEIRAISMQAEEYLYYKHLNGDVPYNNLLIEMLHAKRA
COUP-TFII inh: NR2F2 transcriptional activity inhibitors, primary screen, cell-based, luciferase reporter, HEK293T, luminescence; inhibition, % at 8.6 µM; COUP transcription factor 2 (Homo sapiens), P24468; 0.7% of 370,000 active; AID 686940, 2013; HEK293T NGFI-A luciferase reporter;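 active = inhibition above a per-plate cutoff, mean inhibition of test wells between control levels plus 3 SD, cut at about 38% in these data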;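 note: cells cotransfected with COUP-TFII expression vector driving the NGFI-A reporter; 0% = median of COUP-TF2 test wells and 100% = reporter-only cells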
Target sequence (P24468 whole entry, looked up): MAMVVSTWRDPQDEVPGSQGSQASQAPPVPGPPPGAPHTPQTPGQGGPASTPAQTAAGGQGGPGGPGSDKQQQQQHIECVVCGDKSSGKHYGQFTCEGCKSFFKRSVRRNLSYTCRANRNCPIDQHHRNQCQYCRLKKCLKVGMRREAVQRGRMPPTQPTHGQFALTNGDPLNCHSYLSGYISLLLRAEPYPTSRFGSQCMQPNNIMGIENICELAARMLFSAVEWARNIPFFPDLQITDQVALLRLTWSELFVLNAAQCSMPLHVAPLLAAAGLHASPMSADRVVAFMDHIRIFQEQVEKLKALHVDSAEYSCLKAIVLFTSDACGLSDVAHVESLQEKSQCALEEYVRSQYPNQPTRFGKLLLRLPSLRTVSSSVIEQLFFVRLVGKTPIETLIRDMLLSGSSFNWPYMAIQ
SRC2 inh: inhibition of GAL4-SRC2 driven luciferase reporter, primary screen, SRC2 inhibitor project, cell-based, luminescence | HEK293 GAL4-SRC2 luciferase reporter | inhibition, % at 9 µM | Nuclear receptor coactivator 2 (Homo sapiens), Q15596 | 0.17% of 370,000 active | AID 651957, 2012;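 active = inhibition above the mean inhibition of all tested compounds plus 3 SD, set per campaign, cut at about 52% in these data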;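 note: 0% = DMSO treated cells and 100% = cells given Gossypol at 36 µM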
LMP1 NFkB inh: EBV LMP1-driven NF-kappaB luciferase reporter inhibitors, primary screen, cell-based, luminescence, single point; 0.69% of 350,000 active; LMP1-induced NF-kappaB luciferase reporter cells; AID 504558, 2011; inhibition, % at 12.5 µM; in the data active = inhibition above about 41%;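 note: 0% = neutral control wells and 100% = reference inhibitor control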
MC4R antagonist: MC4R antagonists of cAMP signaling, primary screen, cell-based, TR-FRET, antagonist arm of biased-ligand search | Melanocortin receptor 4 (Homo sapiens), P32245 | inhibition, % at 6.5 µM | AID 540295, 2011 | MC4R-expressing cells, MTII-stimulated cAMP, LANCE TR-FRET | 0.48% of 360,000 active;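 active = inhibition above its plate's cutoff, the mean of tested wells on that plate plus 3 SD, cut at about 29% in these data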;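 note: 0% = Melanotan II alone and 100% = Melanotan II plus saturating MCL0020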
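Assay system: U2OS cells stably expressing human melanocortin 4 receptor (MC4R) / Dosing: 6.5 µM / Timing: compound 30 min, challenge 1 h, detection 1 h / Measured by: Eu-cAMP/anti-cAMP TR-FRET, emission 671 nm / Replicates: singlicate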
ABHD5-PLIN5 inh: ABHD5-PLIN5 interaction inhibitors, primary screen, cell lysate, split luciferase complementation, luminescence. Perilipin-5 (Homo sapiens) + 1-acylglycerol-3-phosphate O-acyltransferase ABHD5 (Homo …. Split G. princeps luciferase complementation, 4 h. inhibition, % at 4 µM. 0.78% of 360,000 active;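 active = inhibition above the mean inhibition across every tested compound plus 3 SD, cut at about 22% in these data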;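 note: 0% = DMSO only wells and the 100% control is not disclosed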
SRC3 inh: SRC3 coactivator transcriptional activity inhibitors, primary screen, cell-based, luminescence. Nuclear receptor coactivator 3 (Homo sapiens), Q9Y6Q9. HEK293 GAL4-SRC3 luciferase reporter. inhibition, % at 3.6 µM. 0.17% of 360,000 active;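 active = inhibition above a per-campaign cutoff, the mean of all compounds plus 3 SD, cut at about 60% in these data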;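 note: 0% = DMSO-treated cells and 100% = gossypol-treated cells at 36 µM; higher means less SRC3-driven luciferase light from the GAL4 reporter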
NOD2-RIPK2 inh: NOD2-RIPK2 binding disruptors in cells, primary screen, fluorescence, CHO cells, BLA complementation | Receptor-interacting serine/threonine-protein kinase 2 (Homo sapiens), O43353 | CCF4 ratio | inhibition, % at 4.98 µM | 0.38% of 360,000 active | AID 624267, 2012; in the data active = inhibition above about 21%;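 note: 0% = vehicle only and 100% = reference blocker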
SRC1 inh: SRC1 coactivator transcriptional activity inhibitors, primary screen, cell-based, luminescence | Nuclear receptor coactivator 1 (Homo sapiens), Q15788 | HEK293 GAL4-SRC1 luciferase reporter | inhibition, % at 3.6 µM | 0.12% of 360,000 active | AID 588354, 2011;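 active = inhibition above the campaign mean plus 3 SD, with each screening campaign given its own cutoff, cut at about 60% in these data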;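 note: 0% = DMSO treated cells and 100% = gossypol at 36 µM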
MC4R barr agon: MC4R agonists recruiting beta-arrestin, primary screen, cell-based, luminescence, agonist arm of biased-ligand search | activation, % at 8.9 µM | Melanocortin receptor 4 (Homo sapiens), P32245 | 0.98% of 360,000 active | U2OS MC4R beta-arrestin complementation; percent of melanotan II response, DMSO zero;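 active = activation above a per-plate cutoff, the mean activation of sample wells on that plate plus 3 SD, cut at about 8% in these data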
* marks the source's active call; other numbers are inactive results; nt = not tested or not shown. Not all compounds are listed; the hit share may differ from the screen's.

SMILES	TLR9-MyD88 block	LRH-1 inv ag	COUP-TFII inh	SRC2 inh	LMP1 NFkB inh	MC4R antagonist	ABHD5-PLIN5 inh	SRC3 inh	NOD2-RIPK2 inh	SRC1 inh	MC4R barr agon
O=C1CN(C(=O)CSc2nnc(Nc3ccccc3)s2)c2ccccc2N1	-1	24	3	-22	8	4	-2	2	-6	3	-0.2
CSc1nc(C)[nH]c(=O)c1C#N	-5	-1	5	-2	2	8	5	7	2	8	-0.4
Cc1cc(S(=O)(=O)Nc2ccc(C(=O)NCCCN3CCCC3=O)cc2)ccc1F	-2	-6	-21	-20	-2	2	0	-5	-1	-5	-2.1
Cc1oc(-c2cccc(Cl)c2)[n+]([O-])c1C	0	4	-7	-3	-3	4	2	-1	0	5	-2.2
CCC1NC(=O)c2cccnc2-n2c1nc1ccc(C)cc1c2=O (stereo unspecified)	9	-4	-2	-5	-2	-5	4	-3	10	-21	-4.2
CCCCCCn1c(NCC)nc2c1c(=O)n(C)c(=O)n2C	2	45	57*	11	22	-3	-3	30	-16	25	-0.9
Cc1nc2ccccc2c(=O)n1NC(=O)COc1ccccc1	4	-24	5	3	-2	6	0	10	-5	-7	-0.6
Cc1nn(Cc2ccc([N+](=O)[O-])cc2)c(=O)n1-c1ccccc1Cl	7	-5	10	-3	4	5	-2	12	-4	-3	-1.9
Cn1ccnc1Sc1ccc(C(N)=O)cc1[N+](=O)[O-]	2	-12	-3	18	-6	13	1	11	13	4	-0.7
O=C1NCCc2cc3c(cc21)OCO3	4	-11	4	2	0	9	7	1	5	10	-0.2
CCOC(=O)C1OC1(c1ccccc1)c1ccccc1 (stereo unspecified)	-3	4	-2	-1	-3	10	0	-4	0	12	1.8
COc1cc(NC(=O)c2c(F)cccc2F)c(Cl)cc1Cl	nt	-8	-11	-12	-7	3	-10	13	-15	14	1.5
Cc1ccccc1N1C(=O)C(Cl)=C(N2CCN(c3ccccc3)CC2)C1=O	-12	10	6	2	-4	3	-4	18	2	9	-3.0
COc1ccc(-c2nnc3sc(C4CCCCC4)nn23)cc1OC	-4	17	2	9	3	-24	6	2	-2	-13	-1.3
COc1ccc(C(C)(NC(C)=O)c2nc(-c3cccc(NC(C)=O)c3)cs2)cc1 (stereo unspecified)	nt	12	2	-21	nt	3	-2	-3	4	-1	-2.4
CCn1c(=O)n(CC(=O)NC2CCCC(C)C2C)c(=O)c2ccccc21 (stereo unspecified)	-12	13	12	10	-5	2	2	-5	5	-2	-0.7
CCC(=O)N(Cc1cc2ccccc2[nH]c1=O)c1ccc(OC)cc1	-10	6	-13	6	-4	-4	1	10	3	-2	1.6
OC(CNCC1CCCCC1)COc1ccccc1 (stereo unspecified)	-7	21	-11	-11	-7	-9	4	-75	5	-33	-2.3
CCN(Cc1ccncc1)C(=O)c1cc(COc2c(F)cccc2F)on1	-1	-12	12	15	1	0	4	13	2	-1	-1.0
CC1(C)Cc2nc3sc4c(SCC(=O)NCc5ccco5)ncnc4c3cc2CO1	-2	-89	-45	-87	-3	1	21	-105	3	-116	-3.0
CC(NC(=O)NC1CCCCC1)C(c1cccs1)N1CCN(Cc2ccccc2)CC1 (stereo unspecified)	-11	16	-8	3	11	0	2	1	-18	-13	0.7
COc1ccc(C(=O)c2ccc(Br)cc2)c(OC)c1OC	-7	19	-6	-19	-13	1	-8	-6	-1	-7	2.4
CC(=O)Nc1cc(-c2ccc(F)cc2)cn2c(-c3ccc(F)c(Cl)c3)cnc12	nt	-8	17	17	nt	17	-4	-6	-2	5	19*
CCN(C(=O)COC(=O)CCc1ccccc1)c1ccccc1	-11	13	-11	-12	4	-2	5	1	3	-4	-2.0
NC(=O)c1nsc(C(=O)N(c2ccc3c(c2)OCO3)C(C(=O)NCC2CCCO2)c2ccc(F)cc2)c1N (stereo unspecified)	5	-17	-7	1	-22	15	0	-16	-3	-12	-2.1
Cc1cccc(OCc2nnc(SCC(=O)Nc3cccc(C(=O)N4CCOCC4)c3)o2)c1C	7	3	3	5	5	5	1	1	-4	-10	-0.1
Cc1ccc(C)c(NC(=O)CN(C)C(=O)CSCc2c(C)noc2C)c1	-10	5	14	16	0	17	1	7	-5	5	-2.6
O=C(OCc1cn(-c2ccc(Cl)cc2)nn1)c1ccccc1	1	-3	-19	-10	-7	12	0	-3	-3	-14	1.3
C=CCOc1cccc(C2/C(=C(/O)c3ccc(C)cc3)C(=O)C(=O)N2CCN2CCOCC2)c1 (stereo unspecified)	1	6	-15	-23	2	11	-1	-7	-1	-6	0.0
COc1ccc(CNC(N)=O)cc1OC	0	-6	13	21	1	0	5	-11	-7	-4	-0.5
NC(=O)CNC(=O)[C@@H]1CC2(CC(c3cccc([N+](=O)[O-])c3)=NO2)CN1C(=O)c1ccccc1 (stereo partly specified)	-7	13	19	4	-4	2	6	-7	-6	-3	-1.8
CCOC(=O)Nc1ccc(S(=O)(=O)NC2CCCCC2)cc1	-20	10	17	16	7	-10	1	1	-3	-6	-3.0
CC(NC(=O)CN(C)CC(=O)Nc1ccc(Cl)c(C(F)(F)F)c1)c1ccccc1 (stereo unspecified)	9	17	26	-15	0	1	-3	16	-1	-1	-2.3
O=C(NC1CCSc2ccccc21)c1ccccc1F (stereo unspecified)	6	11	16	-2	1	6	20	-12	-4	-11	-1.1
CC(=O)NC(CC(=O)OCC(=O)NCCc1ccccc1)c1ccccc1 (stereo unspecified)	-15	1	-13	-7	-2	9	-6	4	3	-6	5.3
CCCCN1C(=O)c2ccc(C(=O)Nc3c(N)n(CCCC)c(=O)n(C)c3=O)cc2C1=O	-3	14	-7	-2	-2	15	-3	1	-5	-2	2.1
O=C(NCC(=O)N(CCN1CCOCC1)C(C(=O)NC1CCCC1)c1ccccc1)c1cccs1 (stereo unspecified)	-1	5	-13	3	-1	13	-6	20	5	2	-0.8
CCN(Cc1ccccc1)C(=O)CCS(=O)(=O)c1ccc2c(c1)NC(=O)CO2	-4	3	12	-10	2	10	3	-6	-8	3	-4.2
CN(CC(=O)Nc1cccc(F)c1)C(=O)CN1C(=O)NC2(CCCC2)C1=O	-4	2	9	15	0	-1	1	8	-3	2	0.1
CCc1noc(C)c1C(=O)NNC(=O)c1nn(CC)c(=O)c2ccccc12	-2	-11	-3	-13	2	7	-11	7	-14	-13	-2.1
Nc1nc(C23CC4CC(CC(Cl)(C4)C2)C3)cs1	5	16	-11	28	0	11	5	10	-4	7	-3.1
Nc1nc(Nc2cccc(F)c2)nc(NCc2ccco2)c1[N+](=O)[O-]	-9	2	-7	-1	-46	-19	-3	-19	-5	-2	3.9
Cc1cc(C(F)(F)F)c2c(n1)sc1c(O)cc(=O)[nH]c12	5	20	-2	8	-5	-1	1	7	-3	10	-1.1
COc1ccc(CNc2nc3c(c(=O)[nH]c(=O)n3C)n2Cc2ccccc2C)cc1	0	-5	3	-22	4	7	0	4	-1	-50	-0.3
O=C(/C=C/c1ccco1)Nc1ccccc1N1CCCCC1	-14	28	-3	0	6	6	-5	25	0	16	0.2
CCC(=O)Nc1c2c(nn1-c1cccc(Cl)c1)CSC2	4	-13	11	17	-8	9	-5	-23	-8	-10	-0.8
CCOC(=O)c1cc(/C(C)=N/OC(=O)c2ccc(Cl)cc2)on1	nt	-8	1	-30	nt	3	-7	11	-10	-2	0.1
CCN(CC)C(=O)Cn1cc(S(=O)(=O)CC(=O)Nc2ccc(F)cc2)c2ccccc21	6	-5	-10	-6	7	8	3	6	-3	2	-2.4
COc1ccc(CN2CCN(Cc3cc4ccccc4o3)CC2CCO)cc1C (stereo unspecified)	-5	2	17	-12	6	1	3	-6	-5	4	1.9
CCOC(=O)C(C)(C)NS(=O)(=O)c1ccc(Cl)c([N+](=O)[O-])c1	9	0	-2	19	2	40*	7	7	3	0	-1.8
CCCCN(C(=O)c1c(C)noc1C)c1c(N)n(CCCC)c(=O)[nH]c1=O	-8	-2	4	2	2	9	4	13	-9	-11	0.4
COc1ccccc1C(=O)NNC(=O)c1sccc1-n1cccc1	-4	10	-2	9	-1	19	0	6	0	-34	-3.1
Cc1nc(CCNC(=O)c2ccccc2)cs1	-5	-21	-7	-17	-5	2	4	-1	-20	-8	-0.4
O=C(c1n[nH]c(=O)c2ccccc12)N1CCN(c2ccccc2Cl)CC1	-13	-9	-5	-26	6	12	1	7	0	-11	-0.9
CC(C)(C)c1ccc(C(=O)c2c[nH]c(C(=O)NCC3CCCO3)c2)cc1 (stereo unspecified)	-2	-32	2	-2	8	9	4	-29	-5	-70	-0.9
COc1ccc(-c2csc(Nc3ncccc3C)n2)cc1OC	-7	-90	-29	-26	-25	9	0	-31	-9	-63	-1.7
CN(C)CCN(C(=O)c1ccc(N2C(=O)CCC2=O)cc1)c1nc2cc3c(cc2s1)OCO3	6	-2	-13	-19	-7	12	5	-20	-7	2	-1.7
CCCCC[C@H](O)/C=C/[C@@H]1[C@@H](C/C=C\CCCC(=O)O)[C@H]2CO[C@@H]1C2	-1	40	-8	5	2	-5	-3	11	-3	6	0.7
N=c1c(C(=O)NC2CCCC2)cc2c(=O)n3ccccc3nc2n1Cc1ccccc1	-18	8	0	9	3	10	12	-20	-27	0	-2.8
COC(=O)C1=CN(c2ccc(OC)cc2)C(N)=C(C#N)C1c1ccc(OC)cc1 (stereo unspecified)	nt	-37	18	8	nt	nt	4	nt	-5	nt	nt
CC1=CC(=O)CC(C)(C)[C@@]1(O)/C=C/[C@@H](C)O[C@@H]1O[C@H](CO)[C@@H](O)[C@H](O)[C@H]1O	2	20	-1	-13	-2	-2	5	-12	-16	-4	-0.3
COc1ccc(C(=O)N/N=C2\SCC(=O)N2Cc2ccc3c(c2)OCO3)c(OC)c1	-9	0	-15	-12	2	11	-5	0	10	-3	1.4
